Source: PubChem BioAssay (National Center for Advancing Translational Sciences (NCATS))
S2 tox: Viability Counterscreen for Primary qHTS for Inhibitors of ATXN expression | S2 cells (HEK-293 line with an ATXN2-luciferase reporter) viability, CellTiter-Fluor protease fluorescence, 24 h | Potency, µM (titrated, usually from 56.7 µM), usual class: cytotoxic | actives 0.49% (n = 400,000) | AID 651635, 2014; further: potency means the concentration at half of the fitted maximal effect; nearly all actives have a fitted effect of over 40% in size
HepG2 tox: qHTS for Inhibitors of TGF-b: Cytotox Counterscreen; HepG2 CAGA-GFP viability, ATP luminescence, 18 h; Potency, µM (highest dose often 46.1 µM), without a hit: at the top dose activity change, negative = cytotoxicity, usual class: cytotoxic; actives 0.76% (n = 410,000); further: potency means the concentration at half of the fitted maximal effect; some results filed as inactive show a strong effect at the top dose
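CellTiter-Glo luminescence gave cytotoxicity after 18 hours at 37 degrees C. The cells were HepG2 CAGA-GFP in 1% FBS DMEM, stimulated with 500 pg/mL TGF-beta after compound addition. %Activity was normalised to no-cell wells (complete cell-killing) and DMSO (no toxicity), and curves were fitted and classified.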
TGFb SMAD3 inh: qHTS for Inhibitors of TGF-b; Potency, µM (doses to about 46.1 µM), inactives show top-dose activity, negative = inhibition, actives largely listed as inhibitors; AID 588855, 2011; HepG2 CAGA-GFP TGF-b/SMAD3 reporter, GFP fluorescence, 18 h; TGF-beta stimulated, 500 pg/mL final; actives 1.2% (n = 410,000); further: potency means the concentration at half of the fitted maximal effect; on the % scale 0 is the no-effect control and ±100 the full control effect; nearly all actives have a fitted effect of over 65% in size
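HEPG2 CAGA-GFP cells (1000/well, DMEM with 1% FBS) were pre-incubated 2 h at 37 degrees C, given compound by pin tool, then stimulated with TGF-beta at 500 pg/mL final for 18 h before per-cell GFP fluorescence imaging.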
EPAC2 agonist: qHTS for Agonist of cAMP-regulated guanine nucleotide exchange factor 4 (EPAC2): primary screen; Rap guanine nucleotide exchange factor 4 (Homo sapiens), Q8WZA2; EPAC2 activation, biochemical qHTS; response scale: 100% = 6.5 mM cAMP response; Potency, µM (highest dose often 154 µM), for inactives: at the highest dose activation, hits mostly activators; actives 0.079% (n = 360,000); AID 720711, 2013; further: potency means the concentration at half of the fitted maximal effect; nearly all actives have a fitted effect of over 50% in size
Target sequence (Q8WZA2 whole entry, looked up): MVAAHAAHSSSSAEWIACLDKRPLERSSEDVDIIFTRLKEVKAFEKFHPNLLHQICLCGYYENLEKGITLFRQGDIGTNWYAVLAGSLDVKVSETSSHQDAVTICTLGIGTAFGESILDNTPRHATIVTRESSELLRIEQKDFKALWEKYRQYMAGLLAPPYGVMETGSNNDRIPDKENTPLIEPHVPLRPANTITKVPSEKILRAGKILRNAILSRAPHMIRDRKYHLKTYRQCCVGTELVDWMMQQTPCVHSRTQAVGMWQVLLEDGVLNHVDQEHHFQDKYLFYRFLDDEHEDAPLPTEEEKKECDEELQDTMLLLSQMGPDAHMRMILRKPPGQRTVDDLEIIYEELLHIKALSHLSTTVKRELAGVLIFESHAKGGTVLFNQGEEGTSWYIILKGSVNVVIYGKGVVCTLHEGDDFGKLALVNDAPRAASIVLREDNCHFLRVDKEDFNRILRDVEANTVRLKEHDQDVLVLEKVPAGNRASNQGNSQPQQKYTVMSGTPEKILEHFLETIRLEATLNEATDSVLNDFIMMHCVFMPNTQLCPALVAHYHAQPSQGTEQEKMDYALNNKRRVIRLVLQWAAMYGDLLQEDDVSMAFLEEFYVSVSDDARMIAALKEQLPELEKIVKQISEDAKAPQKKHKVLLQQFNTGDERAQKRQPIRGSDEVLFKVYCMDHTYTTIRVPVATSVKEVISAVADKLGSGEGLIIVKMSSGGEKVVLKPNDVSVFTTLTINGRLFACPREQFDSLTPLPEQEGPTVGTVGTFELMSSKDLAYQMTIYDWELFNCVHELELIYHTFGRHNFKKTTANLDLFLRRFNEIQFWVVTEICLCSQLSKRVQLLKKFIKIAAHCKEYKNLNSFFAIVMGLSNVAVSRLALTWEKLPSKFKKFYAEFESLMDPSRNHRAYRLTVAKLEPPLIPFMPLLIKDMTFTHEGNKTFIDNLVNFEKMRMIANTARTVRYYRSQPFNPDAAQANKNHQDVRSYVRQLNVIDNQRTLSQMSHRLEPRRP
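Fluorescence exchange assay: 100 nM EPAC2 with 250 nM RAP1B-BODIPY-GDP and 50 uM GDP; compounds tested as a concentration-titration series (qHTS). Loss of Rap1-bound BODIPY-GDP fluorescence read at 480/540 nm; data normalized to 6.5 mM cAMP.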
A549 viability: Nrf2 qHTS screen for inhibitors: counterscreen for cytotoxicity; A549 ARE-Fluc cells, CellTiter-Fluor viability, 18-24 h; actives 0.16% (n = 390,000); Potency, µM (doses to about 46 µM), for the others: at the top dose activity change, negative = cytotoxicity, usual class: inhibitors; AID 504648, 2011; further: potency means the concentration at half of the fitted maximal effect; on the % scale 0 is the no-effect control and ±100 the full control effect
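A549 ARE_Fluc cells in 5% FBS OPTI-MEM were exposed to compounds in concentration-response for 18-24 h at 37 deg C. Viability was read by CellTiter-Fluor fluorescence (Ex 405/Em 525) after 30 min, before the luciferase read.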
ATXN2 expr inh: Primary qHTS for Inhibitors of ATXN expression. HEK-293 ATXN2-luciferase reporter, luminescence, 24 h. Potency, µM (top dose mostly 57 µM), for inactives: top-dose activity change, negative = inhibition, usual class: inhibitors. actives 0.72% (n = 360,000). AID 1745845, 2022; further: potency means the concentration at half of the fitted maximal effect; on the % scale 0 is the no-effect control and ±100 the full control effect; nearly all actives have a fitted effect of over 55% in size
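qHTS (up to 57 uM final) was run with 24 h compound exposure of reporter cells at 37 °C. Each well was multiplexed: SteadyGlo luminescence measured ATXN2-luciferase expression after a fluorogenic Gly-Phe-AFC viability readout (25 uM final).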
IL-2 act: qHTS of IL-2 Activators; IL-2 activation reporter assay, cell-based qHTS; stimulated with anti-CD3/CD4/CD28 beads; in transgenic mouse T cells; activation, % (series mostly up to about 46 µM); actives 0.065% (n = 360,000); in the data active means activation above about 50%; inconclusive means mostly about 30% to 49%; further: 0% is about no effect
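Screening format: compound pinned onto unstimulated transgenic mouse T cells, 60 min incubation, then anti-CD3/anti-CD4/anti-CD28 bead stimulation for 18 hours at 37 degrees C, followed by EGFP and DsRed detection.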
Nrf2 block: Nrf2 qHTS screen for inhibitors | A549 ARE-Fluc reporter, luciferase luminescence, 18-24 h | AID 504444, 2011 | actives 2.1% (n = 360,000) | Potency, µM (highest dose often 46 µM), inactives show at the highest dose activity change, negative = inhibition, actives largely listed as inhibitors; further: potency means the concentration at half of the fitted maximal effect; on the % scale 0 is the no-effect control and ±100 the full control effect; nearly all actives have a fitted effect of over 60% in size
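Nrf2 function is reported as luminescence of an ARE-controlled luciferase in A549 cells. Compounds were tested at several concentrations, and a CellTiter-Fluor read on the same wells flagged cytotoxicity.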
Nrf2 activator: qHTS of Nrf2 Activators; actives 0.31% (n = 410,000); Potency, µM (top dose mostly 46.1 µM), without a hit: at the top dose activation, hits mostly activators; AREc32 ARE-luciferase reporter (MCF7-derived line), luminescence, 24 h; further: potency means the concentration at half of the fitted maximal effect; % of control where 0% means no effect; nearly all actives have a fitted effect of over 65% in size
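Luciferase luminescence (Steady-Glo, 30 min at room temperature) served as the read-out of ARE activation in AREc32 cells treated with compounds for 24 hr at 37 deg C.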
* = called active by the depositor; i = inactive; ? = inconclusive; / = not tested or not shown; & = joins results of further samples; [ ] = another dose, or the depositor's remark. Unless noted, the call rests on the fitted dose curve; in most records, active means well fitted curve in the direction sought with a large enough effect; inconclusive means small, poorly fitted or top-dose-only effect, or another doubt; inactive means no such curve, though single readings can be large; an effect the other way counts as inactive or inconclusive. Random draw from the library; about 4.3% have a hit in one of these screens.

1. N=c1c(C(=O)NCC2CCCO2)cc2c(=O)n3ccccc3nc2n1Cc1ccccc1 (centres undefined)
2. COc1ccccc1CCNC(=O)C(=O)c1cn(CC(=O)N2CCOCC2)c2ccccc12
3. Cc1nn(-c2ccc(F)cc2)c(Cl)c1/C=C1\C(=O)Nc2ccccc21
4. COc1ccccc1S(=O)(=O)N(C)C[C@H]1Oc2cc(Br)ccc2S(=O)(=O)N([C@@H](C)CO)C[C@H]1C
5. CCCCn1c(=O)n(C)c(=O)c2c(C(F)(F)F)cc(-c3ccncc3)nc21
6. CCOC(=O)N1CCN(C(=O)c2cn(C)c3ccc(S(=O)(=O)N4CCOCC4)cc3c2=O)CC1
7. Cc1ccc(S(=O)(=O)N(CCc2ccccc2)c2ccc3c(c2)C2CC3CCN2C(=O)OCc2ccccc2)cc1 (centres undefined)
8. COc1ncccc1-c1nnn(-c2ccc(Cl)nc2)n1
assay / compound,1,2,3,4,5,6,7,8
S2 tox,/,i,?,i,i,i,i,i
HepG2 tox,-5%,-15%,-41%,-28%,-1%,3%,-15%,8%
TGFb SMAD3 inh,-2%,-9%,?,4%,6%,2%,-3%,7%
EPAC2 agonist,0%,0%,-1%,7%,-12%,11%,18%,7%
A549 viability,?,-4%,-9%,/,-2%,-3%,/,0%
ATXN2 expr inh,19%,12%,-28%,-15%,-7%,/,-16%,32%[activator]
IL-2 act,-1.6,-0.4,-2.7,-2.3,-1.7,-0.6,-4.4,-1.0
Nrf2 block,1%,?,?,/,-21%,-17%,/,?
Nrf2 activator,0.3%,0.2%,6.6%,-0.7%,0.1%,-0.2%,-0.6%,14%

Next part, starting with the last three of the part before.
6. CCOC(=O)N1CCN(C(=O)c2cn(C)c3ccc(S(=O)(=O)N4CCOCC4)cc3c2=O)CC1
7. Cc1ccc(S(=O)(=O)N(CCc2ccccc2)c2ccc3c(c2)C2CC3CCN2C(=O)OCc2ccccc2)cc1 (centres undefined)
8. COc1ncccc1-c1nnn(-c2ccc(Cl)nc2)n1
9. COc1ccc(/C=C/c2c(-c3ccc(OC)cc3)oc3ccccc23)cc1
10. Cc1ccc(CNC(=O)C2CCCN(c3cnccn3)C2)cc1 (centres undefined)
11. O=C(NNC(=O)C1CC(=O)N(c2ccc3c(c2)OCCO3)C1)c1ccc(F)cc1 (centres undefined)
12. Cc1ccc(S(=O)(=O)NC(=O)N(CCC#N)Cc2ccccc2)cc1
13. COC(=O)c1cc(C(=O)Nc2ccc(Cl)cn2)cc([N+](=O)[O-])c1
14. O=C(O)c1ccccc1S(=O)(=O)c1ccccc1CO
15. Cc1ccc(-c2cc3ncc4c(n3n2)-c2cc(C)ccc2OC4)cc1
16. O=S(=O)(Nc1cccc(S(=O)(=O)N2CCCC2)c1)c1ccc(Br)cc1
assay / compound,6,7,8,9,10,11,12,13,14,15,16
S2 tox,i,i,i,i,i,i,i,i,i,i,i
HepG2 tox,3%,-15%,8%,2%,1%,14%,-4%,13%,6%,0%,2%
TGFb SMAD3 inh,2%,-3%,7%,8%,1%,10%,0%,15%,6%,-1%,-2%
EPAC2 agonist,11%,18%,7%,1%,-4%,1%,7%,2%,-1%,/,-1%
A549 viability,-3%,/,0%,1%,-8%,6%,-2%,2%,0%,0%,/
ATXN2 expr inh,/,-16%,32%[activator],-1%,/,-9%,23%,-15%,14%,0%,/
IL-2 act,-0.6,-4.4,-1.0,-3.3,1.2,-0.8,1.3,0.5,0.4,/,-1.7
Nrf2 block,-17%,/,?,21%,5%,11%,8%,1%,/,26%,/
Nrf2 activator,-0.2%,-0.6%,14%,0.4%,-0.2%,-0.8%,-0.3%,0.1%,-0.3%,-0.9%,-0.7%

17. CCOc1ncccc1C(=O)OCC(=O)c1ccc(C)c(C)c1
18. CC(C)(C)[C@H]1COC(=O)CCC/C=C/C[C@H](CC(=O)NCCO)C(=O)N1
19. COCCNC(=O)C(c1ccc(F)cc1)N(C(=O)CCC(=O)Nc1ccccn1)c1cccc(C)c1 (centres undefined)
20. Cc1nnc(SCC(=O)NC(C)(C)C)n1NCc1ccc(Cl)cc1
21. O=C(C1CC1)N1CCc2cc(Br)cc(S(=O)(=O)N3CCN(c4ccccc4F)CC3)c21
22. CC(=O)Nc1ccc2nc(NC(=O)CS(=O)(=O)c3ccccc3)sc2c1
23. COc1ccc(-c2oc(=O)c3cc(OC)c(OC)cc3c2C#C[C@]2(O)CC[C@H]3[C@@H]4CCc5cc(OC)ccc5[C@H]4CC[C@@]32C)cc1
24. CCOC(=O)NC1=NCC(C)S1 (centres undefined)
assay / compound,17,18,19,20,21,22,23,24
S2 tox,i,i,i,i,i,i,i,i
HepG2 tox,-21%,-1%,-128%,14%,0%,-18%,7%,-9%
TGFb SMAD3 inh,10%,?,3%,0%,23%,11%,4%,-4%
EPAC2 agonist,7%,6%,2%,-2%,/,-3%,3%,6%
A549 viability,5%,13%,2%,2%,10%,0%,-2%,-1%
ATXN2 expr inh,9%,4%,0%,-2%,-8%,5%,9%,/
IL-2 act,-0.9,0.9,-2.1,0.6,/,0.4,-0.1,-2.3
Nrf2 block,13%,-3%,-3%,-22%,-10%[9.27 µM],3%,4%,9%
Nrf2 activator,2.4%,-1.0%,-0.1%,0.0%,-0.1%,4.6%,-0.4%,-0.5%

25. CC(C)(C)c1ccc(S(=O)(=O)N2CCN(CCC#N)CC2)cc1
26. c1ccc(Cn2cc(CN3CCCO3)c(-c3ccc4c(c3)OCO4)n2)cc1
27. Cc1cccc(CCNC(=O)c2cc(S(=O)(=O)N3CCCC3)cn2C)c1
28. COc1ccc(S(=O)(=O)N2CCN(CCc3ccccc3)CC2)cc1
29. CCOc1cc2[nH]c(=O)n(CCCC(=O)N(C)Cc3ccccc3)c(=O)c2cc1OCC
30. CC(C)NC(=O)CN1CCC(O)(c2ccccc2)CC1
31. CSc1ccc(CCNC(=O)C2CCCN(c3ncnc4c3nc3n4CCCCC3)C2)cc1 (centres undefined)
32. O=C(O)CC/C(=N/Nc1ccc([N+](=O)[O-])cc1)C(=O)O
assay / compound,25,26,27,28,29,30,31,32
S2 tox,i,?,i,i,i,i,i,?
HepG2 tox,-1%,-10%,-2%,-19%,-10%,4%,-19%,-9%
TGFb SMAD3 inh,8%,-14%,4%,?,-10%,-1%,-17%,-5%
EPAC2 agonist,2%,9%,28%,-2%,4%,3%,12%,9%
A549 viability,1%,-12%,20%,4%,5%,1%,-15%,-21%
ATXN2 expr inh,5%,/,-11%,-19%,-18%,-10%,-12%,-19%
IL-2 act,-3.7,-0.4,-1.9,-3.0,-0.4,-2.9,-4.2,-2.9
Nrf2 block,-2%,-3%,?,1%,-2%,-3%,-29%,3%
Nrf2 activator,-0.7%,-0.5%,1.7%,0.4%[9.22 µM],-0.9%,0.0%,0.3%,2.9%

33. CCOC(=O)c1[nH]c(C)c(C(=O)c2cc(F)ccc2F)c1C
34. CSc1ccc(NC(=O)NN(c2ccccc2)C2CCS(=O)(=O)C2)cc1 (centres undefined)
35. CN(C)c1ccc(/C=C(\C#N)c2nc(-c3ccc(Cl)c(Cl)c3)cs2)cc1
36. CN(C)CCNC(=O)C(C(=O)c1ccc(F)cc1)n1ccccc1=O (centres undefined)
37. CCCCN(C)CC(O)Cn1cc(/C=C/C(=O)c2ccc(C)cc2)c2ccccc21 (centres undefined)
38. Cc1ccnc(SCC(=O)c2ccc([N+](=O)[O-])cc2)n1
39. O=C(CCSCCC(=O)NN=Cc1cccc(Cl)c1)NN=Cc1cccc(Cl)c1
40. COc1ccc(COC(=O)C2CCN(S(=O)(=O)c3ccc(Cl)cc3)CC2)cc1
41. CC(=O)N1CCc2cc(S(=O)(=O)N3CCCCCC3)ccc21
assay / compound,33,34,35,36,37,38,39,40,41
S2 tox,?,i,i,i,/,i,i,i,i
HepG2 tox,-29%,-9%,-15%,-5%,13µM*,-25%,11%,-4%,-15%
TGFb SMAD3 inh,-19%,-4%,0%,-10%,18µM*,-3%,16%,-17%,-12%
EPAC2 agonist,16%,6%,/,-1%,5%,-1%,-15%,0%,4%
A549 viability,-17%,/,0%,-1%,-4%&-16%,-2%,-7%,1%,-1%
ATXN2 expr inh,25%,/,1%,4%,/,-3%,-12%,-5%,-8%
IL-2 act,-3.7,-1.7,/,-0.6,-3.7,-0.3,-5.2,-2.4,-3.6
Nrf2 block,/,/,12%,14%,-13%&-2%,-1%,-13%,0%,-21%
Nrf2 activator,-0.7%,4.6%,-0.2%,0.4%,-3.9%&-5.7%,-0.2%,5.0%,-0.6%,-0.1%
